High-throughput results (PubChem BioAssay)
NadD block = NadD (S. aureus) enzyme inhibition | purified NadD enzyme, colorimetric absorbance read-out | inhibition, % at 20 µM | 360,000 compounds, 0.78% hits | AID 602399; in the data active means inhibition above about 26%; further: some compounds past the cut are filed as inactive
MT1-MMP act inh = inhibitors of human MT1-MMP activation; P50281; HT1080 RFP-PRO-GFP cells, GFP/RFP ratio fluorescence, overnight; percent of plate control window, DMSO zero; GFP/RFP ratio change, % at 20 µM; 360,000 compounds, 0.061% hits; AID 651647;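 active means GFP/RFP ratio change of at least 30% with cell ATP level not reduced by more than half and red fluorescence within 50% of control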; further: strong numbers were not always called active
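Test system: HT1080 cells expressing an RFP-PRO-GFP fluorescent reporter construct / Compound dosing: single-point 20 µM compound, 1% DMSO / Schedule: cells overnight before dosing, compound overnight, 37 °C, 5% CO2 / Evaluation: GFP/RFP fluorescence ratio / Control set: DMSO and RFP-L50D-GFP cell wells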
SKN-1 block = blocks SKN-1 activity in C. elegans; 360,000 compounds, 0.49% hits; C. elegans VP596 Pgst-4::GFP/RFP ratio, acrylamide-induced, 24 h; inhibition, % at 21.8 µM;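 active means interference check ratio from 0.5 to 1.5 plus GFP to RFP signal ratio inhibition reaching or exceeding a fixed threshold, cut at about 30% in these data, passing the limit was not always enough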; further: some compounds called inactive have numbers as strong as hits
PABP1 MLLE inh = inhibitors of microRNA-mediated deadenylation, human PABP1 MLLE binding | GST-MLLE / FITC-PAM2 fluorescence polarization | 360,000 compounds, 0.36% hits | P11940 | inhibition, % at 20 µM; in the data active means inhibition above about 35%, passing the limit was not always enough;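 further: plate controls were DMSO wells with GST-MLLE for no effect and wells lacking GST-MLLE protein for full effect; some results filed as inactive read as strong as hits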
Rin1 Abl inh = blocks binding of human Rin1 to Abl | 360,000 compounds, 0.4% hits | P00519+Q13671 | TR-FRET Rin1/Abl binding, biochemical | inhibition, % at 7.35 µM; in the data active means inhibition above about 5%, passing the limit was not always enough
Neddyl block = inhibitors of human cullin neddylation; TR-FRET cullin neddylation, biochemical; calls only at 25 µM; 360,000 compounds, 0.58% hits; AID 651699; in the data active means inhibition above about 36%
Rpn11 block = Rpn11 (human) deubiquitinase inhibition. 360,000 compounds, 0.59% hits. calls only at 20 µM. human 26S proteasome, Ub4-pepOG fluorescence polarization; 20S core pre-blocked with epoxomicin. O00487. AID 588493;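 active means inhibition at 20 µM, scaled to each plate's controls, above about 33%, limit read from the data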
FAS-TE inh = blocks the thioesterase domain of human fatty acid synthase. P49327. recombinant FAS-TE, OMFH fluorogenic substrate, fluorescence endpoint. inhibition, % at 15 µM. 360,000 compounds, 0.67% hits. AID 602261;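 active means compounds whose normalised, plate-corrected inhibition of enzyme fluorescence in the single-dose primary screen is 50% or more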;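 further: 0% = DMSO with enzyme and 100% = substrate without enzyme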
CSN inh = inhibitors of human CSN-mediated cullin deneddylation | Q92905 | Purified CSN, SCF-Nedd8-OG deneddylation, fluorescence polarization | inhibition, % at 12.5 µM | 360,000 compounds, 0.38% hits | AID 651999;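 active means pattern-corrected inhibition above about 35%, with an unprinted fluorescence ratio check between 0.5 and 1.5, limit read from the data, passing the limit was not always enough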;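 further: 0% = enzyme with substrate and 100% = substrate without enzyme; some results filed as inactive read as strong as hits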
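Assay system: purified human Csn5 enzyme expressed in HEK293T cells; measure: % inhibition; also added: SCFSkp2-Nedd8OG substrate at 10 nM final; technique: fluorescence polarization; times: reaction 90 min, room temperature; medium: Tris buffer pH 7.5, NaCl, DTT, Tween-20, trehalose, ovalbumin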
* = called active by the depositor; i = inactive; · = not tested or not shown; + = active, no number.

Compound	NadD block	MT1-MMP act inh	SKN-1 block	PABP1 MLLE inh	Rin1 Abl inh	Neddyl block	Rpn11 block	FAS-TE inh	CSN inh
Cc1cc(C)c(S(=O)(=O)N2CCOCC2)cc1C	-7	-1	4	-1	3	i	i	-3	-9
O=C(COC(=O)c1cccs1)NCc1cccs1	2	-2	3	11	3	i	i	-5	1
COc1ccccc1-c1n[nH]nc1C1=CC(=O)CC(C)(C)C1	7	4	7	-4	-1	i	i	-12	-1
N/C(=N\OC(=O)c1ccc(F)cc1)c1ccc(Br)cc1	-2	5	12	2	0	i	i	4	-6
CCN(Cc1cccs1)C(=O)CN1C(=O)NC(c2ccccc2)(c2ccccc2)C1=O	3	5	-12	-17	3	i	i	19	0
COc1cc(C(=O)NCc2nc(C)cs2)ccc1OC1CCN(C(C)=O)CC1	-5	-2	24	-5	-2	i	i	-6	3
CC(C)CN1CCC1(C)C(=O)Nc1cccc(C#N)c1 (centres undefined)	6	1	-11	-8	-1	i	i	0	-2
CCN(CC)c1nc2c3c(nc4c(c3c1C#N)CC(=O)N4c1ccc(Cl)cc1)NC(C)=N2	45*	-9	29	-46	15*	i	+	31	6
O=C(NC1CCCC1)C(c1cccnc1)N(CCc1ccccc1)C(=O)c1ccco1 (centres undefined)	-4	4	8	-8	-3	i	i	11	-6
COc1ccc(/C=N/NC(=S)Nc2c(C)n(C)n(-c3ccccc3)c2=O)cc1OC	3	-3	-12	15	1	i	i	-2	-2
COC(=O)C1=CN(c2ccc(Oc3ccccc3)cc2)C(N)=C(C#N)C1c1cccc(F)c1 (centres undefined)	·	-3	12	·	·	i	·	·	1
Cc1ccc(N=C2SC(C(=O)Nc3ccc(OC(F)(F)F)cc3)C(N)=C2C(=O)Nc2c(C)cc(C)cc2C)cc1 (centres undefined)	33*	-27	3	-8	5	i	i	25	-6
O=[N+]([O-])c1cccc(COc2cccc(CN3CCOCC3)c2)c1	0	1	-2	13	-5	i	i	13	-2
CCOC(=O)c1cccc(NC(=O)CN2CCN(c3ccc(OC)cc3)CC2)c1	-2	2	-14	-7	-5	i	i	-1	-2
CC(=O)N/C(=C\c1ccccc1)C(=O)OCC(=O)c1c(N)n(C)c(=O)n(C)c1=O	-1	2	-6	-3	3	i	i	-6	-1
COC(=O)c1cc(NS(=O)(=O)c2ccc(N3CCOCC3)c(NC(C)=O)c2)cc(C(=O)OC)c1	-1	-4	4	2	6	i	i	-9	0
Cc1ccc(N2CCN(C3=NC(=O)C(Cc4ccccc4)S3)CC2)cc1 (centres undefined)	-6	4	13	1	-2	i	i	-2	-5
CCOC(=O)CCn1cc(F)c(=O)n(Cc2ccccc2)c1=O	4	1	-2	6	-6	i	i	-5	3
O=C(Cc1cccc([N+](=O)[O-])c1)Nc1ccc(C(=O)N2CCCCC2)cc1	-6	0	21	2	2	i	i	4	-3
N#Cc1ccc(Oc2ncccn2)cc1	-4	1	-5	-1	-2	i	i	-4	-6
COc1ccc(C[C@H](C)NC[C@@H](O)c2ccc(O)c(NC=O)c2)cc1	1	4	-6	-1	0	i	i	-10	2
CCOC(=O)CN1CC23C=CC(O2)C(C(=O)Nc2cc(OC)ccc2OC)C3C1=O (centres undefined)	0	-1	-2	-2	-3	i	i	-3	-7
COC(=O)Cn1c(SCc2ccccc2)nc2ccccc21	-6	1	-17	3	-1	i	i	9	-2
CCOC(=O)c1c(NC(=O)CN2C(=O)CN(C)C2=O)sc(C)c1C	-6	0	-6	-4	8	i	i	-3	-2
O=C(O)C1CCCCC1C(=O)NCc1ccc2c(c1)OCO2 (centres undefined)	-3	-3	-1	7	-1	i	i	-5	-9
CCOc1ccc(-n2ccnc2SCC(=O)Nc2nnc(C)s2)cc1	-7	2	10	2	1	i	i	-4	-2
N#Cc1ccc(C(=O)OCC(=O)N2CCCC2)cc1	-2	-1	-1	-9	2	i	i	0	1
COC(=O)C1CCN(C(=O)COC(=O)COc2ccc(C#N)cc2)CC1	-3	6	-2	1	-4	i	i	-6	-6
CN(CC(=O)Nc1ccc(Cl)cc1)C(=O)c1ccc(COc2ccccc2)cc1	-1	1	14	-4	1	i	i	6	-3
O=C(C1=C[C@@H](c2coc3ccccc3c2=O)C[C@@H](OCc2ccc(CO)cc2)O1)N1CCOCC1	-2	0	-7	-6	-1	i	i	-8	-2
CCCCC1C2C(=O)N(c3ccc(C)cc3)C(=O)C2ON1c1ccccc1 (centres undefined)	-3	2	5	-12	5	i	i	22	-4
COc1ccc(CCNC(=O)c2ccc(Cl)c(S(=O)(=O)N(C)c3ccccc3)c2)cc1	-8	-15	8	1	0	i	i	23	1
O=C(OCC(=O)N1CCOCC1)c1cc2ccccc2oc1=O	-1	-1	-11	-7	0	i	i	-11	0
CC1=CC(C)C(COC(=O)CN2CCCCC2)C(C)C1 (centres undefined)	-1	2	4	17	-1	i	i	0	7
NC(=O)c1cc2cc(Br)ccc2o/c1=N/NC(=O)c1cccc(F)c1	1	-2	-5	5	1	i	i	-4	4
COc1ccc(-c2noc(C(=O)NCc3ccc(F)cc3)n2)cc1OC	-2	-1	6	-3	-4	i	i	3	3

Reprinted at random: 4 records from the list, in no set order.
Compound	NadD block	MT1-MMP act inh	SKN-1 block	PABP1 MLLE inh	Rin1 Abl inh	Neddyl block	Rpn11 block	FAS-TE inh	CSN inh
NC(=O)c1cc2cc(Br)ccc2o/c1=N/NC(=O)c1cccc(F)c1	1	-2	-5	5	1	i	i	-4	4
Cc1ccc(N=C2SC(C(=O)Nc3ccc(OC(F)(F)F)cc3)C(N)=C2C(=O)Nc2c(C)cc(C)cc2C)cc1 (centres undefined)	33*	-27	3	-8	5	i	i	25	-6
CC(C)CN1CCC1(C)C(=O)Nc1cccc(C#N)c1 (centres undefined)	6	1	-11	-8	-1	i	i	0	-2
CC(=O)N/C(=C\c1ccccc1)C(=O)OCC(=O)c1c(N)n(C)c(=O)n(C)c1=O	-1	2	-6	-3	3	i	i	-6	-1

Carrying on.
Compound	NadD block	MT1-MMP act inh	SKN-1 block	PABP1 MLLE inh	Rin1 Abl inh	Neddyl block	Rpn11 block	FAS-TE inh	CSN inh
CN(Cc1ccccc1)C(=O)CN1C(=O)NC(C)(c2ccc(Cl)cc2)C1=O (centres undefined)	-10	4	18	-3	-1	i	i	8	7
CC1CC(C)CN(CC(=O)Nc2ccc3c(c2)OCCO3)C1 (centres undefined)	-5	6	-2	-2	6.3*	i	i	-2	1
Cc1cc(/C=C(/C#N)C(=O)O)c(C)n1CCC(C)C	-1	4	9	4	2	i	i	-13	1
O=C(c1ccccc1)N1CCCC(C(=O)N2CCCCCC2)C1 (centres undefined)	-3	1	24	-6	-1	i	i	-4	2
CCCS(=O)(=O)NC(=O)C1(C)CCN(C(=O)c2ccnc(Cl)c2)C1 (centres undefined)	1	2	10	2	-3	i	i	-10	1
COCCOC(=O)c1c(NC(=O)CN2c3ccccc3CC2C)sc(C(N)=O)c1C (centres undefined)	1	-3	-1	8	0	i	i	8	2
COc1ccc(-n2nnnc2CNC(=O)C(=O)c2c(C)[nH]c3ccccc23)cc1	-3	2	16	-1	0	i	i	-2	-1
O=C(Cc1ccccc1)N/N=C/c1cccc([N+](=O)[O-])c1	-2	4	13	5	0	i	i	19	5
Cc1nc([N+](=O)[O-])c(Br)n1CC(=O)c1cccc([N+](=O)[O-])c1	3	-2	11	-24	3	i	i	4	-7
COc1ccc(CC(=O)Oc2ccccc2C)cc1	-8	0	-9	-2	0	i	i	7	1
NS(=O)(=O)c1cccc(NC(=O)CSc2nnc(-c3ccccc3F)n2C2CC2)c1	1	-11	7	8	-4	i	i	-1	-1
O=[N+]([O-])c1cc(Br)c(O)c(C=Nc2ccc(N3CCOCC3)cc2)c1	8	40*	4	6	-5	i	i	-2	-1
COc1ccc(OC)c(NC(=O)CSC2=NCCS2)c1	-2	0	7	40*	-4	i	i	-2	-1
COC(=O)c1coc(-c2ccc(OC)cc2)c1C(=O)OC	-10	-3	24	4	3	i	i	-4	-2
CC(C)(C)OC(=O)COc1cc(O)c2c(=O)cc(-c3ccccc3)oc2c1	-4	2	15	-21	4	i	i	24	5
Cc1cccc(NS(=O)(=O)c2cc3c(cc2C)N(C)CCO3)c1	-3	8	-9	1	-2	i	i	4	-4
O=C(c1ccc(-c2ccccc2Cl)o1)N1CCC1	-3	2	26	8	-1	i	i	-5	-4
COc1ccc(C2=CSC3=NCCN23)cc1OC	-4	-7	-7	-10	3	i	i	-58	4
COc1ccc(/C=C(\CC(=O)O)c2nc3ccccc3s2)cc1O	0	-3	-14	3	3	i	i	-4	2
CC(=O)Nc1ccc(OCC(O)CN2CCN(c3ccc(C)c(Cl)c3)CC2)cc1 (centres undefined)	-7	14	11	7	-3	i	i	-6	-1
COC(=O)CSc1nc2sc3c(c2c(=O)n1-c1ccc(OC)cc1)CCN(C)C3	0	2	1	-8	-3	i	i	-7	2
Cc1ccc2nc(-c3ccc(Cl)cc3)c(Cc3ccccc3C(F)(F)F)n2c1	8	0	6	-1	1	i	i	13	3
O=C1CNCc2[nH]c3ccccc3c2N1c1ccccc1	4	-16	26	-27	4	i	i	-9	4
CN(C)c1ccc(C(c2ccc(N(C)C)cc2)C(O)c2ccccc2)cc1 (centres undefined)	-1	1	-12	-1	-1	i	i	8	-1
COc1ccc(C/C(N)=N/n2cnnc2)cc1	-3	1	3	5	2	i	i	-8	2
CCOC(=O)c1c(-c2cccc([N+](=O)[O-])c2)csc1NC(=O)C1CC1	-3	-2	-4	4	3	i	i	23	2
O=C(/C=C/c1cc2c(cc1Br)OCO2)NCc1ccc(Cl)cc1	4	0	6	9	-2	i	i	0	-3
Cc1cc(C)cc(OCC(=O)NNC(=O)c2cc3ccccc3oc2=O)c1	9	4	2	0	2	i	i	-3	1
O=C(CN(CCc1ccccc1)C(=O)Cn1nnc(-c2cccs2)n1)NCc1ccco1	-3	-7	-2	9	3	i	i	10	1
COc1cccc(NC(=O)CCS(=O)(=O)c2cccs2)c1	-1	9	-15	-7	-2	i	i	-4	4
O=C(COC(=O)c1cc(=O)c2ccccc2o1)Nc1ccccc1F	-3	1	-9	2	3	i	i	-3	4
OC(CN1CCN(Cc2ccccc2)CC1)c1ccccc1 (centres undefined)	-6	-1	0	-9	-2	i	i	-4	1
O=C(c1cc2ccccc2o1)N1CCN(S(=O)(=O)/C=C/c2ccccc2)CC1	-4	2	-2	-25	0	i	i	27	-4
O=C(Nc1cccc(Cl)c1)C1CCCN(S(=O)(=O)c2ccc(F)cc2)C1 (centres undefined)	-8	-13	16	-11	-3	i	i	26	-1
OC(C[n+]1ccccc1)c1ccccc1 (centres undefined)	-4	-6	-3	-5	0	i	i	-6	2
CCc1ccc(N(CC(=O)NC(C)C)C(=O)CCC(=O)Nc2ccccn2)cc1	-5	2	1	17	-1	i	i	-3	2
O=c1oc2c(-c3cccc(F)c3)cc(O)cc2s1	-3	-7	0	2	1	i	i	13	2
C=CCS(=O)(=O)N1CCCC(C(=O)c2cccc(Cl)c2)C1 (centres undefined)	4	1	12	-5	-1	i	i	-5	7
